Compound activity deposited in PubChem BioAssay by National Center for Advancing Translational Sciences (NCATS).
S-ASM inh = inhibitors of human secretory acid sphingomyelinase. P17405. placental ASM, HMU-PC fluorogenic substrate, 60 min. Potency, µM (series often up to 57.5 µM), without a hit: at the top dose activity change, negative = inhibition, hits mostly inhibitors. 0.006% of 340,000 active. AID 504937; note: potency is the fitted concentration of half-maximal effect
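Fluorescence read-out (Ex 386 nm, Em 447 nm) after stopping the reaction at pH 10. Enzyme: ASM from human placenta; substrate HMU-PC0, 9 uM final; 60 min, 37 °C. Compound preincubation 10 min, ambient temperature.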
Eya2 phos inh = blocks the phosphatase activity of human Eya2 | recombinant Eya2, OMFP fluorescence dephosphorylation (OMFP is methylfluorescein phosphate) | Potency, µM (titrated, usually from 76.9 µM), without a hit: top-dose activity, negative = inhibition, most hits filed as inhibitors | 0.006% of 330,000 active | AID 488837 | O00167; note: potency is the fitted concentration of half-maximal effect; % is set by controls: 0 for no effect and ±100 for the full control effect
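Eya2 (0.2 uM) preincubated 10 min at ambient with compound, then OMFP substrate added at 50 uM; 10 min reaction in 50 mM HEPES pH 7.5, 50 mM NaCl, 5 uM MgCl2, 0.05% BSA, 1 mM DTT. Fluorescence read at Ex 485/Em 525 nm.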
USP2a block = blocks human ubiquitin-specific protease USP2a | AID 463254 | 0.01% of 330,000 active | O75604 | USP2 core, Ub-CHOP2 coupled fluorogenic reporter, 485/531 | Potency, µM (titrated, usually from 38.3 µM), for inactives: at the highest dose activity change, negative = inhibition, hits mostly inhibitors;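 note: potency is the fitted concentration of half-maximal effect; plate controls were DMSO wells for no effect and full inhibition by NEM control for full effect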
Target sequence (O75604 whole entry, looked up): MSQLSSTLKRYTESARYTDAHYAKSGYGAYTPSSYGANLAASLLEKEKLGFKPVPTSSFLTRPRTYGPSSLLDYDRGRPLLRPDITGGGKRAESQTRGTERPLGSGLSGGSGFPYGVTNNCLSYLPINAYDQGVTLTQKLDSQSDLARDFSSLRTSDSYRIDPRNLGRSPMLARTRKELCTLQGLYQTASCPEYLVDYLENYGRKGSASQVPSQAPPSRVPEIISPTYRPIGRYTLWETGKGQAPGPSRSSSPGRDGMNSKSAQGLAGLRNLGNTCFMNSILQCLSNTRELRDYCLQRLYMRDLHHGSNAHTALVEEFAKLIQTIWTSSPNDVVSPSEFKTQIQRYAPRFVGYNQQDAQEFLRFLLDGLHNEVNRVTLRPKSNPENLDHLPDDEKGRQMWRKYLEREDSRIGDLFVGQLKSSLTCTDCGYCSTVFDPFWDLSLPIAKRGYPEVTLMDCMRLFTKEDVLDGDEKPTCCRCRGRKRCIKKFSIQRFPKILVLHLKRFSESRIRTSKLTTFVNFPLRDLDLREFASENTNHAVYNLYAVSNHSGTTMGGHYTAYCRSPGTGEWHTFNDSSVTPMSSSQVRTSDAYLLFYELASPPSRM
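Deubiquitinase activity read as fluorescence (485/531 nm) after Ub-CHOP2 cleavage activates the enterokinase reporter on its substrate; USP2 core 10nM, Ub-CHOP2 and substrate 25nM each, 30min compound preincubation then 60min RT; data normalized to NEM, curves fitted.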
PKM2 activator = PKM2 (human) enzyme activation | P14618 | purified PKM2, Kinase-Glo ATP luminescence, activation; response scale: 0% is enzyme alone, no compound | Potency, µM (titrated, usually from 57.5 µM), for inactives: top-dose activation, actives largely listed as activators | 0.34% of 260,000 active; note: potency is the fitted concentration of half-maximal effect; % is set by controls: 0 for no effect and ±100 for the full control effect; nearly all actives have a fitted effect of over 55% in size
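Purified hPK-M2 (>95%) run at intermediate activity with 0.1 mM ADP and 0.5 mM PEP in 50 mM imidazole pH 7.2, KCl, MgCl2; 1 h room temperature. ATP formed read by Kinase-Glo luminescence; normalized to uninhibited and no-enzyme controls.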
Menin MLL FP TR = menin-MLL binding inhibition, Texas Red mutant peptide. O00255. Menin + Texas Red MLL mutant peptide, fluorescence polarization. Potency, µM (highest dose often 61.6 µM), for the others: at the highest dose FP activity change, negative = inhibition, hits mostly inhibitors. 0.23% of 270,000 active. AID 1768; active = well fitted inhibition curve with a large enough effect in the polarisation, with a control signal flat, not every such curve was filed as active; inconclusive = small, poorly fitted or top-dose-only effect, or effect the other way, or a change in a side signal; inactive = no such curve, though single readings can be large or run the other way; the % refers to the polarisation; note: potency is the fitted concentration of half-maximal effect; % of control where 0% means no effect; many of its hits are not listed in these tables
MBNL1-CUG inh = inhibitors of human MBNL1 binding to CUG repeat RNA. Q9NR56. TR-FRET MBNL1-His/biotin-(CUG)12 binding, 665/545 ratio. Potency, µM (series often up to 57.5 µM), for inactives: at the highest dose activity change, negative = inhibition, usual class: inhibitors. 0.036% of 280,000 active. AID 2675; active = well fitted inhibition curve with a large enough effect in the signal ratio, with a control signal flat, not every such curve was filed as active; inconclusive = small, poorly fitted or top-dose-only effect, or effect the other way, or a change in a side signal; inactive = no such curve, though single readings can be large or run the other way; the % refers to the signal ratio; note: potency is the fitted concentration of half-maximal effect; % is set by controls: 0 for no effect and ±100 for the full control effect
Target sequence (Q9NR56 whole entry, looked up): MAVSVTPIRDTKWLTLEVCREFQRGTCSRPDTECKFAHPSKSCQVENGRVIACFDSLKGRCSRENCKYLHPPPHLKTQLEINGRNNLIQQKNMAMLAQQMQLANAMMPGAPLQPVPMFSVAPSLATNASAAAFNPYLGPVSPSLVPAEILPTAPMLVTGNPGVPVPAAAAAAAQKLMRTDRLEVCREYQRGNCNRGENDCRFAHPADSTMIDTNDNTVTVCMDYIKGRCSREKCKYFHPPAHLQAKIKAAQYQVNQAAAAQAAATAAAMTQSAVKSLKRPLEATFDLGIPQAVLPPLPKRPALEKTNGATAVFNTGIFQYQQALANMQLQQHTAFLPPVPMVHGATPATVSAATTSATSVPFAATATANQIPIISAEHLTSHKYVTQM
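His-tagged MBNL1 binding to biotinylated (CUG)12 RNA was measured by TR-FRET using terbium anti-His antibody (0.055 ng/ul final) and streptavidin-XL665 (5 nM final). Compounds were titrated 92 nM to 58 uM; 60 min at room temperature.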
KCNH2 WT inh = inhibitors of human wildtype KCNH2 potassium channel; Q12809; U2OS, BacMam KCNH2, thallium flux FluxOr; active compounds read low; activity change, % at 1.84 µM; 0.37% of 340,000 active;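 active = maximum activity change below -70%; inconclusive = maximum activity change between -70% and -50%; inactive = maximum activity change above -50%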; note: % is set by controls: 0 for no effect and ±100 for the full control effect
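U2OS cells transduced with wild-type KCNH2 virus are loaded with FluxOr dye for 45 min, and thallium flux is measured in kinetic reads before and after stimulation buffer. Rate constants are normalized to DMSO controls.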
Mito fusion act = mitochondrial division inhibition or fusion activation; S. cerevisiae fusion-defective mutant growth rescue, CellTiterGlo 48 h; Potency, µM (top dose mostly 46.1 µM), for inactives: at the highest dose growth rescue (activation), usual class: activators; 0.23% of 320,000 active; AID 485298;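 note: potency is the fitted concentration of half-maximal effect; % of control where 0% means no effect; nearly all actives have a fitted effect of over 45% in size; temperature-sensitive fusion mutants such as fzo1-1 at 37 °C on non-fermentable ethanol glycerol medium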
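Growth-rescue viability read-out: after 48 h at the non-permissive 37C in glycerol/ethanol YPEG, yeast mitochondrial fusion mutants are measured by CellTiterGlo luminescence; compounds (23 nl pinned per well) restoring growth score as division inhibitors or fusion activators.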
Chronic BCR inh = inhibitors of chronic active B-cell receptor signaling. ABC-DLBCL IkBa-CBG/CBR reporter, luminescence ratio, 4 h. Potency, µM (top dose mostly 46.1 µM), for inactives: at the top dose ratio change, negative = lower green/red ratio, hits mostly inhibitors. 0.05% of 340,000 active. AID 493014; active = well fitted inhibition curve with a large enough effect in the signal ratio, with a control signal flat, not every such curve was filed as active; inconclusive = small, poorly fitted or top-dose-only effect, or effect the other way, or a change in a side signal; the % refers to the signal ratio;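 note: potency is the fitted concentration of half-maximal effect; plate controls were basal doxycycline-induced cells for no effect and cells given 10 µM MG132 for full effect; MG132 reads +100%, hits lower the ratio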
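Doxycycline induced both beetle luciferases in TMD8 lymphoma cells; IKK-driven degradation limits the IkappaBalpha-fused green signal, while red luminescence normalises for cell number and nonspecific effects. Compounds tested up to 46 uM, 4 hrs.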
GALK inhibitor = inhibitors of human galactokinase; Purified GALK, Kinase-Glo residual ATP luminescence; 0.007% of 270,000 active; P51570; Potency, µM (series often up to 57.5 µM), for the others: at the highest dose activity change, negative = inhibition, actives largely listed as inhibitors; AID 1868; note: potency is the fitted concentration of half-maximal effect; % is set by controls: 0 for no effect and ±100 for the full control effect
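Luminescence from leftover ATP (Ultra-Glo luciferase/luciferin) served as read-out after a 1 h room-temperature reaction of 5 nM GALK with 35 uM ATP and 100 uM galactose.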
TSHR antag = human thyrotropin receptor antagonism | activity change, negative = inhibition, % at 11.5 µM | P16473 | 0.2% of 330,000 active | TSHR-expressing cells, TSH-stimulated cAMP HTRF, 2 h; active compounds read low;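 active = activity change below a set negative limit, meaning inhibition stronger than a set level, cut at about -70% in these data; inconclusive = activity change between two set negative limits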; note: % is set by controls: 0 for no effect and ±100 for the full control effect
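Inhibition of cAMP made by TSHR-expressing cells under TSH stimulation (4nM final, EC80; 2 h, 37 deg C) is quantified with a one-step lysis HTRF kit, anti-cAMP cryptate versus cAMP-d2.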
The depositor's hits bear a star; i = inactive; ? = inconclusive; / = no result given; [ ] = dose if it differs, or a comment. Unless noted, calls come from the whole dose curve; as a rule, active = well fitted curve in the direction sought with a large enough effect; inconclusive = small, poorly fitted or top-dose-only effect, or another doubt; inactive = no such curve, though single readings can be large; an effect the other way counts as inactive or inconclusive.

SMILES | S-ASM inh | Eya2 phos inh | USP2a block | PKM2 activator | Menin MLL FP TR | MBNL1-CUG inh | KCNH2 WT inh | Mito fusion act | Chronic BCR inh | GALK inhibitor | TSHR antag
Cc1nc2ccc(NC(=O)COc3ccccc3F)cc2s1 | -1% | -2% | -1% | 1% | ? | -17% | -3 | 2% | ? | 1% | 15
O=C(CSc1ncccc1C(=O)O)c1ccccc1F | -3% | 28% | 1% | -5% | 2% | -1% | i | -4% | ? | -2% | 7
COc1cc2cc(CCCOC(=O)c3ccc(C#N)cc3)oc(=O)c2cc1OC | -5% | 4% | -2% | / | / | / | / | 3% | -1% | / | -4
O=C1CCCN1CN(C(=O)c1ccc2c(c1)OCO2)c1cccc(Cl)c1 | 4% | 0% | 1% | 0% | 3% | 7% | 2 | 2% | 1% | -1% | 20
Cc1ccccc1NC(=O)CSC1=NCCN1 | 7% | -10% | -1% | 1% | 6% | -5% | -13 | 0% | ? | 1% | 1
Cc1ccc(C(=O)CSc2nnnn2C(C)C)c(C)c1 | -2% | 12% | 1% | 3% | -16% | 0% | -2 | -5% | ? | 1% | -9
CCCCN1C2=NCCCN2c2ccccc21 | 7% | -7% | -2% | 2% | 8% | 5% | 1 | -1% | -5% | 1% | 6
CCc1noc(C)c1C(=O)OCC(=O)NCCc1ccc(OC)cc1 | -3% | 13% | 0% | / | / | / | -3 | -1% | 1% | / | 17
Cc1ccc(N2CC(C(=O)N3CCC(C(=O)Nc4nnc(C(C)C)s4)CC3)CC2=O)cc1 (stereo not drawn) | -2% | 1% | -7% | 0% | 13% | -20% | 0 | -4% | -6% | 6% | 16
CN(C)CCCn1cnc2c1c(=O)[nH]c(=O)n2Cc1ccccc1 | 0% | 12% | -8% | / | 0% | -7% | 25 | -4% | 0% | / | 3
Cc1c(C)c2ccc(OS(C)(=O)=O)cc2oc1=O | 288%[activator] | 3% | -4% | -2% | -5% | -9% | -4 | -5% | ? | -5% | 7
CC(NC(=O)Cc1ccccc1)c1cc2c(cc1Br)OCCCO2 (stereo not drawn) | 5% | 0% | -2% | 0% | 4% | -15%[11.5 µM] | 3 | 2% | 0% | / | 3
NC(=O)c1c(NC(=O)CN2CCN(S(=O)(=O)c3ccccc3)CC2)sc2c1CCC2 | -2% | 3% | 3% | / | / | / | 4 | 3% | 8% | / | 2
CC(=O)N(c1nc(CCl)cs1)c1ccc(C)cc1C | 6% | -5% | 1% | -1% | -14% | -7% | 7 | 1% | 1% | 7% | 1
O=S(=O)(N(Cc1ccccc1)[C@H](CO)Cc1ccccc1)N(Cc1ccccc1)[C@H](CO)Cc1ccccc1 | 9% | 5% | 0% | / | / | / | / | / | 3% | / | -11
O=[N+]([O-])c1cccc(CN(CCO)Cc2ccccc2)c1 | 1% | -1% | -3% | 3% | 22% | ? | -4 | -1% | -2% | 4% | 4
CC1N(O)C(C)(C)C(c2ccccc2)=[N+]1[O-] (stereo not drawn) | 5% | -1% | 2% | -2% | 23% | -7% | 0 | -5% | 2% | 0% | 2
O=C(O)Cc1csc(NC(=O)CSc2nnnn2-c2ccc(O)cc2)n1 | -1% | -12% | 2% | 0% | / | 5% | 6 | ? | 3% | -1% | 1
Cc1c(C(=O)N2CCC(C(N)=O)CC2)sc(N)c1C#N | 2% | -16% | 1% | 6% | 1% | -7% | -6 | -8% | -7% | 0% | -1
COCCNC(=O)COc1ccc(Br)cc1Cl | -2% | 4% | 2% | 0% | 0% | 0% | -19 | 0% | ? | -3% | 9
CN(Cc1ccccc1)C(=O)c1c[nH]c2ccc(S(=O)(=O)N3CCOCC3)cc2c1=O | 32%[activator] | 0% | -1% | 0% | 3% | -8% | -12 | 2% | ? | / | 14
CCC(C)NC(=O)c1ccc2nc(-c3ccc(OC)c(OC)c3)c(-c3ccc(OC)c(OC)c3)nc2c1 (stereo not drawn) | 16% | 1% | 1% | / | -27% | 28% | 3 | 5% | ? | / | -16
Cc1ccc(S(=O)(=O)N(c2nc(N(C)C)nc(N(C)C)n2)n2cnnc2)cc1 | -1% | 13% | 3% | -3% | -13% | -5% | 3 | 0% | -4% | 0% | 3
O=C(Nc1ccc(Oc2cccnc2)cc1)c1cccc([N+](=O)[O-])c1 | 1% | -4% | 0% | 3% | 4% | / | 19 | 10% | ? | 2% | 1
Cc1ccc(NC(=O)CSCC(=O)NCCc2ccccn2)c(C)c1 | -2% | 4% | -1% | 2% | -2% | 3% | 1 | 4% | -2% | -3% | 2

(further entries)
SMILES | S-ASM inh | Eya2 phos inh | USP2a block | PKM2 activator | Menin MLL FP TR | MBNL1-CUG inh | KCNH2 WT inh | Mito fusion act | Chronic BCR inh | GALK inhibitor | TSHR antag
O=C(Nc1ccc(Cl)cc1C(=O)NCCN1CCOCC1)c1ccc(Cl)cc1Cl | 1% | -6% | 3% | 1% | 5% | 3% | 0 | 0% | ? | -3% | -7
N=c1c(C(=O)NCCN2CCOCC2)cc2c(=O)n3ccccc3nc2n1CCc1ccccc1 | 470%[activator] | ? | 3% | / | / | ? | -5 | 1% | -3% | 6% | -9
CCOC(=O)CCc1c(C)c2c(C)nn(-c3ccccc3)c2[nH]c1=O | 3% | 0% | -1% | 0% | -13% | -12% | -15 | 5% | 0% | -3% | 3
Cn1c(=O)c2[nH]c(-c3ccccc3O)nc2n(C)c1=O | / | -22% | 1% | 1% | -4% | -7% | / | 7% | 17% | 0% | -12
CCCOc1ccc(C2C(C(=O)OC)=CN(CCOC)C=C2C(=O)OC)cc1 | i | 10% | 1% | -6% | 2% | 12% | -15 | -6% | 1% | 2% | 17
CC(NC(=O)c1ccc(F)cc1)C1CC2CCC1C2 (stereo not drawn) | 27% | 1% | 0% | 0% | 3% | 1% | -10 | -1% | 11% | 0% | -14
C=CCN(C(=O)c1csnn1)C(C(=O)NC1CCCCC1)c1ccc(F)cc1 (stereo not drawn) | 1% | 3% | 2% | 0% | -7% | -5% | -8 | 15% | 3% | 0% | 4
CCC(C)(C)NC(=O)C(c1ccc(OC)cc1)N(C(=O)CCC(=O)Nc1cc(C)on1)c1ccc2c(c1)OCO2 (stereo not drawn) | 0% | -6% | -2% | -10% | -15% | -6% | 5 | 2% | -2% | 1% | -3
CCc1nc2c(c(=O)c3ccccc3n2C)c(=O)n1C1CCCCCC1 | -2% | 5% | 0% | -6% | -10% | 14% | -4 | ? | 2% | 3% | 8
Cc1cccc(OCC(=O)Nc2ccc(N3CCN(C(=O)c4ccccc4)CC3)cc2)c1 | -2% | -2% | 0% | -7% | 6% | -1% | 35 | -8% | 4% | 2% | -9
CCN(Cc1ccccc1)C(=O)c1cc(S(=O)(=O)N2CCOCC2)ccc1N1CCCC1 | -3% | 15% | 1% | / | / | / | -5 | 5% | -1% | / | -6
CCOC(=O)C1(CCc2ccccc2)CCN(C(=O)[C@@H]2C[C@@H](C)NC(=S)N2)CC1 | 3% | 2% | 1% | -7% | ? | 12% | 0 | 2% | -11% | 0% | 8
O=C1CCC(=O)N1OCCOc1ccc2c(c1)CCC2 | 2% | 17% | 1% | -11% | 10% | -2% | 3 | -6% | -3% | 0% | 4
COc1cc(NC(=O)c2cc(-n3cnnc3)ccc2Cl)cc(OC)c1 | -1% | 3% | 3% | 6% | 20% | 0% | 4 | -2% | -12% | -4% | 4
COc1ccccc1NC(=O)Cc1nnc(SCC(=O)c2ccc(F)cc2)n1C | -3% | -15% | 0% | / | 6% | -1% | -8 | -7% | ? | -1% | -6
FC(F)(F)c1cccc(NCc2n[nH]c(=S)n2C2CCCCC2)c1 | -8% | -2% | 1% | -8% | 5% | -5% | -1 | -3% | 2% | 1% | 2
C[C@H](NC(=O)c1nc[nH]c1C(=O)N[C@@H](CCCCNC(=O)OC(C)(C)C)C(=O)OC(C)(C)C)C(=O)OC(C)(C)C | -7% | -22% | -8% | -7% | / | -4% | / | 2% | -8% | 3% | 0
O=C(NCc1ccccc1)C(c1cccnc1)N(C(=O)c1ccccn1)c1cccc(F)c1 (stereo not drawn) | 2% | -2% | 2% | / | ? | -5% | 15 | 9% | ? | 0% | -5

These rows are one share of the data (hit frequency here may not be typical).
